bIAP inh – intestinal alkaline phosphatase (bovine) inhibition | inhibition, % at 20 µM | 190,000 tested, under 10 active | purified bovine IAP, CDP-star luminescence, 30 min;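 active = over 50% inhibition of intestinal alkaline phosphatase at 20 µM in the single-dose screen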
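Incubation: 30 min reaction at room temperature / Material: purified bovine intestinal alkaline phosphatase (IAP) enzyme / Input: enzyme at 1/65,000,000 dilution / Dosing: 20 µM single dose / Signal: CDP-star luminescence signal / Reagent: CDP-star chemiluminescent phosphatase substrate, 30 µM final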
STAT1 blocker – inhibitors of IFN-gamma induced STAT1 signaling; AID 920; NIH 3T3 STAT1-luciferase reporter, luminescence; inhibition, % at 5.5 µM; 200,000 tested, 0.35% active;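 active = inhibition above a set limit, the mean inhibition across all tested compounds plus 3 SD, cut at about 34% in these data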;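 also: 0% = IFN-gamma with DMSO and 100% = IFN-gamma with 300 µM nifuroxazide; values of inactives mirror those of a sister screen read the other way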
TNAP act hiacc – increases human TNAP activity under high phosphate acceptor concentration; P05186; purified TNAP, CDP-star luminescence, 1 M DEA, 30 min; stronger effect = higher value; 0 = EDTA background, 1 = DMSO-only activity; activation factor at 20 µM; 200,000 tested, under 10 active; AID 1136;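 active = activation factor at least 2 at 20 µM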
Target sequence (P05186 whole entry, looked up): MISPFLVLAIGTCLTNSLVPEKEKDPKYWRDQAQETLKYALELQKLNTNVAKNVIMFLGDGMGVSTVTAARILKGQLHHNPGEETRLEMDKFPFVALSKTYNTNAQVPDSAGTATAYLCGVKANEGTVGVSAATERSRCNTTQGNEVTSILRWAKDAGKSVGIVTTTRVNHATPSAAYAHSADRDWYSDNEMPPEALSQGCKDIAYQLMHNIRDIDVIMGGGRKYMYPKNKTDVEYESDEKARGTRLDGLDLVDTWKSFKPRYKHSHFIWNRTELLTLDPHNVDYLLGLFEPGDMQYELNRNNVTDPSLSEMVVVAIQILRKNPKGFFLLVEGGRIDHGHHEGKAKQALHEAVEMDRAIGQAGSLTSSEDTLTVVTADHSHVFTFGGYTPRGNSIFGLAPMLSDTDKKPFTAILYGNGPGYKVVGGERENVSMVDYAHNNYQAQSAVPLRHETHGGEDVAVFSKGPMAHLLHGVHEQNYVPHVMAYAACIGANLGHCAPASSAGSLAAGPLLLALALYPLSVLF
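Test system – human TNAP · Doses – 20 µM single point · Incubation – 30 min, room temperature · Signal – luminescent substrate turnover signal · Read-out basis – activation factor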
ROMK mod – modulators of human ROMK potassium channel; 130,000 tested, 2% active; P48048; Tet-inducible ROMK, thallium flux fluorescence; actives lie on both sides; B-score at 10 µM;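 active = signal ratio slope over the read window, or its plate-corrected B-score, at least 3 SD from the plate mean, either direction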;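 also: B-score of the F/F0 ratio slope over 7 to 12 s after thallium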
PPARg SRC1 recr – agonists of human PPARgamma SRC-1 coactivator recruitment; P37231; PPARgamma-SRC-1 coactivator recruitment biochemical assay; activation, % at 8 µM; 200,000 tested, 0.41% active; AID 631; in the data active = activation above about 19%;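 also: 0% = DMSO and 100% = reference agonist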
Target sequence (P37231 whole entry, looked up): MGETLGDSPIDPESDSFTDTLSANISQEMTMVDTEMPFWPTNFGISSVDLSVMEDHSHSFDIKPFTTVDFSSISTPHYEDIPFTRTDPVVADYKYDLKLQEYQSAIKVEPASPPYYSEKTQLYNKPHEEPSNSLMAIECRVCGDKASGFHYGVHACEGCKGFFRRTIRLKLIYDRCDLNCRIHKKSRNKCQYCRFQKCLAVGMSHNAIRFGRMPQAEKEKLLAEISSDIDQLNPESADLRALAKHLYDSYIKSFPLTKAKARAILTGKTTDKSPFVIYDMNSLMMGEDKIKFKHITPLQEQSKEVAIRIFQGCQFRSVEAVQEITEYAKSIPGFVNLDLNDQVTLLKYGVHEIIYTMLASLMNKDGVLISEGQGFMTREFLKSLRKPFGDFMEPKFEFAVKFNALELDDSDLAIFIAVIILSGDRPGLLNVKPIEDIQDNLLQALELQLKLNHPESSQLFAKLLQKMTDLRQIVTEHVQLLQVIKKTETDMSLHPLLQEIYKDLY
STAT3 blocker – STAT3 signaling inhibition. 190,000 tested, 0.89% active. AID 862. U3A cells, IL-6 STAT3-luciferase reporter, luminescence; host cell line lacks STAT1. inhibition, % at 5.5 µM;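 active = inhibition above the mean inhibition across all screened compounds plus 3 SD, cut at about 44% in these data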;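 also: 0% = DMSO only wells and 100% = 100 µM nifuroxazide control wells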
STAT3 act – activators of IL-6 induced STAT3 signaling. 190,000 tested, 0.91% active. U3A cells, IL-6 STAT3-luciferase reporter, luminescence; 100% = signal with IL-6 EC80 alone. AID 871. activation (% of control), % at 5.6 µM;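 active = activation above the screen-wide mean of compound activation plus 3 SD, cut at about 130% in these data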;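 also: 0% = background luminescence of wells with medium and substrate only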
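Test system: Human STAT1-deficient U3A cells with stable STAT3-luciferase reporter | Also added: Interleukin-6, 33 ng/mL | Timing: Compound pre-incubation 1 h before IL-6, then 6 h stimulation at 37 °C | Technique: Luciferase reporter luminescence | Read-out: Percent of IL-6-only median luminescence | Benchmarks: IL-6-only wells as 100% reference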
SRC2 TRFRET art – TR-FRET artefact, counter-screen to PPARgamma/SRC-2 agonist assay | stronger effect = higher value | TR-FRET ratio at 8 µM | 200,000 tested, 0.4% active | AID 1049; in the data active = TR-FRET ratio above about 2000; also: inactives centre near 1500
bIAP activator – increases bovine intestinal alkaline phosphatase activity; purified bovine IAP, CDP-star luminescence, 30 min; stronger effect = higher value; fold of DMSO-control signal, blank-subtracted; activation factor at 20 µM; 200,000 tested, 0.17% active; AID 1016;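 active = activation factor of 2 or more at 20 µM, a signal rise over negative controls twice the positive control's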
PPARg SRC-3 ag – agonists of human PPARgamma SRC-3 coactivator recruitment | P37231 | biochemical PPARgamma/SRC-3 coactivator recruitment assay | activation, % at 8 µM | 200,000 tested, 0.26% active; in the data active = activation above about 23%;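 also: 0% = DMSO and 100% = reference agonist; some compounds past the cut are filed as inactive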
PPARg SRC2 recr – agonists of SRC-2 recruitment by human PPARgamma; PPARgamma LBD-SRC-2 recruitment, biochemical; activation, % at 8 µM; P37231; 200,000 tested, 0.34% active; in the data active = activation above about 22%;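 also: 0% = vehicle and 100% = reference agonist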
Active calls of the source: *; · = no result given. Compounds were not picked by outcome; any-hit rate near 3.7%.

SMILES	bIAP inh	STAT1 blocker	TNAP act hiacc	ROMK mod	PPARg SRC1 recr	STAT3 blocker	STAT3 act	SRC2 TRFRET art	bIAP activator	PPARg SRC-3 ag	PPARg SRC2 recr
Cc1ccccc1CN1C[C@@H]2C[C@@H](c3cn[nH]c3-c3ccccc3)N3CCC[C@@]23C1=O	-21	10	1	-0.79	8	3	101	1748	1.2	3	10
Cc1cc(NC(=O)C2C3C(=O)N(Cc4ccc(Cl)cc4)C(C(=O)NC4CCCCC4)C34C=CC2(C)O4)no1 (centres undefined)	-6	0	1	·	-3	-5	108	1593	1.1	4	-9
COc1ccc(C2=Nn3c(nnc3-c3ccco3)SC2)cc1	3	-6	1.1	0.57	-2	19	87	1646	1	4	15
CCc1ccc(/C=C2\CN(CC)Cc3c2nc2ccccc2c3C(=O)O)cc1	-3	-2	1	·	1	4	107	1868	1	5	5
O=c1c(Cl)c(O)c2cccc3c4ccccc4n1c23	1	3	1	0.1	1	-10	118	1579	1	0	-2
Cc1ccc(N(CC(=O)Nc2cc(C)cc(C)c2)S(=O)(=O)c2cccc3nonc23)cc1	21	0	1	-0.89	-4	8	99	1554	0.8	0	13
COc1ccccc1C(=O)C1CCCN(C(=O)Nc2ccccc2F)C1 (centres undefined)	9	-17	1	-0.88	-2	4	100	1552	0.9	0	1
Cc1ccc(C(C(=O)NC2CCCCC2)N(Cc2ccco2)C(=O)Cc2c[nH]c3ccccc23)o1 (centres undefined)	2	2	1.1	·	-2	-6	110	1565	1	3	-2
COc1ccc(-c2nc(CSCC(=O)NCc3ccc4c(c3)OCO4)c(C)o2)cc1	8	9	1.1	·	-4	28	81	1673	0.9	4	3
FC(F)(F)c1cccc(NC(=S)N2CCN(c3cccc(C(F)(F)F)c3)CC2)c1	16	2	1.1	·	-3	22	83	1467	0.8	0	8
CC(=O)CSc1nc(N)c(C#N)c(-c2cccs2)c1C#N	0	9	1	·	1	13	90	1500	1	-4	-2
COc1ccc(CNC(=O)CN(Cc2ccc(Cl)cc2)S(=O)(=O)c2ccccc2)cc1	15	-6	1	-0.0043	8	8	91	1401	0.9	-2	2
O=C(NNC(=S)NC1CCCCC1)c1sc2ccccc2c1Cl	-3	-5	1.1	1.2	0	9	95	1452	1	-3	-3
Fc1ccc(-c2onc3ccc(C4OCCO4)cc23)cc1	-4	-10	1.1	-0.12	9	6	97	1507	1	-1	-5
O=C(Cc1ccccc1)Nc1nnc(-c2cccc([N+](=O)[O-])c2)s1	7	6	1	·	6	21	86	1550	0.9	3	3
COC(=O)Nc1ccc(S(=O)(=O)Nc2ccccc2F)cc1	14	-1	1	1.7	4	5	99	1411	0.9	18	-1
S=c1nc(-c2ccccc2)n(CCCN2CCOCC2)c2c1CCCC2	10	9	1.1	·	6	10	97	1662	0.9	-3	6
COc1ccc(-c2[nH]ncc2CN(C)Cc2cccnc2)c(F)c1	-22	-5	1	0.57	9	-3	104	1549	1.2	-1	7
CN(C(=O)COC(=O)c1sc2ccccc2c1Cl)C1CCCCC1	-17	0	1	0.21	2	7	95	1530	1.2	5	4
O=c1n(Cc2ccccc2)c2cc(Cl)cnc2n1Cc1ccccc1	23	3	1	-1.5	3	4	99	1586	0.8	10	-1
CC(=O)c1cccc(N(C(=O)CS(=O)CC(=O)Nc2ccc(F)cc2)C(C(=O)NC2CCCCC2)c2ccc(C)o2)c1 (centres undefined)	27	-1	1.1	·	5	-3	101	1512	0.7	4	-9
COC(=O)c1cn(NC(=O)Cc2cccc(C(F)(F)F)c2)c(=O)c2ccccc12	1	5	1	-0.092	5	11	94	1517	1	7	11
CCOc1cc(C(=O)Nc2cc(C)ccn2)cc(OCC)c1OCC	-7	-8	1.1	·	8	2	100	1582	1.1	7	-2
CC(=O)Nc1ccc(S(=O)(=O)NCC(CCC(=O)O)C(F)(F)F)cc1 (centres undefined)	-1	3	1.1	0.84	9	5	100	1691	1	11	6
O=C(C1CC(Cl)CN1S(=O)(=O)c1ccc(Cl)cc1)N1CCOCC1 (centres undefined)	19	2	1	-2*	-5	-5	111	1481	0.8	-1	-4
Cc1cnc(C(=O)OCC(=O)c2cc(C)n(C)c2C)cn1	6	-7	1	-1	7	10	97	1485	0.9	4	1
CC(CNC(=O)c1ccc(N)cc1)NC(=O)c1ccc(N)cc1 (centres undefined)	-2	-8	1	-0.036	1	2	107	1481	1	2	-11
C/C(CC1(O)C(=O)N(Cc2ccccc2)c2ccccc21)=N\O (centres undefined)	-1	-4	1.1	0.35	-5	-5	108	1501	1	-3	-2
O=C(CN1CCN(c2ncccn2)CC1)Nc1ccccc1-n1cccc1	3	4	1.1	·	2	23	86	1329	1	5	6
CCN1C(=O)C2C(c3ccc(O)c(OC)c3)NC(C)(C(=O)OC)C2C1=O (centres undefined)	11	-2	1	0.11	6	2	100	1553	0.9	7	11
COc1cc(C(=O)OCC(=O)Nc2cc(C)on2)cc(OC)c1OC	10	5	1.1	·	6	8	97	1785	0.9	4	1
Fc1ccc(CN2CCN(C(=S)NCCc3ccccc3)CC2)c(Cl)c1	-9	0	1	-0.45	2	4	101	1685	1.1	-5	0
Cc1ccc(S(=O)(=O)NCc2ccc3[nH]c(C)cc3c2)cc1	14	4	1	-0.48	13	1	103	1652	0.9	5	11
Cn1c(OCc2cccnc2)nc2c1c(=O)n(Cc1ccc(Cl)cc1)c(=O)n2C	·	14	·	-1.4	1	7	97	1319	·	3	-8
CCOc1ccc(-c2nnc(-c3ccco3)o2)cc1OCC	5	-27	1.1	-0.015	5	1	107	1482	1	-4	5
CC(C)N(CCNC(=O)c1cn(C)c2ccc(S(=O)(=O)N(C)C)cc2c1=O)Cc1ccccc1	0	-6	1.1	·	0	7	102	1453	1	1	9

Brought forward from above: 2 entries; new compounds follow.
SMILES	bIAP inh	STAT1 blocker	TNAP act hiacc	ROMK mod	PPARg SRC1 recr	STAT3 blocker	STAT3 act	SRC2 TRFRET art	bIAP activator	PPARg SRC-3 ag	PPARg SRC2 recr
CCOc1ccc(-c2nnc(-c3ccco3)o2)cc1OCC	5	-27	1.1	-0.015	5	1	107	1482	1	-4	5
CC(C)N(CCNC(=O)c1cn(C)c2ccc(S(=O)(=O)N(C)C)cc2c1=O)Cc1ccccc1	0	-6	1.1	·	0	7	102	1453	1	1	9
CC1(c2ccc([N+](=O)[O-])c(CS(=O)(=O)c3ccccc3)c2)OCCO1	0	2	1	-0.047	7	2	105	1652	1	1	3
Cc1c(N2C(=O)c3ccccc3C2=O)c(=O)n(-c2ccccc2)n1C	-4	-2	1.1	·	2	-13	116	1518	1	-7	2
CCOc1ccc2nc(N3CCCCCC3)sc2c1	0	-98	1	-1.2	1	29	76	1677	1	0	0
COc1cc(OC)cc(-c2nnc(SCC(=O)Nc3ccc(C(=O)O)cc3)s2)c1	5	7	1	0.32	16	12	96	2014*	1	11	17
COc1ccc(-c2nc3ccccn3c2NCc2ccc3c(c2)OCO3)cc1	2	-10	1	-0.75	0	5	97	1555	1	6	13
N#CCCN1CCN(S(=O)(=O)c2ccc(S(=O)(=O)NC3CCCC3)cc2)CC1	-7	0	1	·	3	4	101	1624	1.1	4	0
Cc1ccc(C)c(/C(O)=C2/C(=O)C(=O)N(CCN3CCOCC3)C2c2ccco2)c1 (centres undefined)	-4	1	1	0.031	-7	3	101	1424	1	-8	-1
O=C(N/N=C/c1ccc2c(c1)OCO2)c1ccc2c(c1)OCCO2	-58	-17	1	1.9	2	-13	109	1466	1.6	0	1
CN(C)C(=O)c1ccc(NC(=O)c2cccnc2)cc1	-1	5	1	-0.02	9	8	98	1702	1	1	-2
CCOC(=O)N1CCN(c2c(NCCCN3CCCCCC3)c(=O)c2=O)CC1	0	-5	1.1	·	-4	-4	111	1362	1	2	-9
CCCOc1ccc(C(C)=O)cc1CC(C(N)=O)C(N)=O	9	-3	1.1	-0.33	-2	1	106	1460	0.9	-2	-3
COc1ccc(C(=O)OCC(=O)Nc2cc(C)on2)c(OC)c1OC	1	-7	1	0.26	12	-1	105	1730	1	4	6

Reprinted from the part before: three compounds, followed by the next part.
SMILES	bIAP inh	STAT1 blocker	TNAP act hiacc	ROMK mod	PPARg SRC1 recr	STAT3 blocker	STAT3 act	SRC2 TRFRET art	bIAP activator	PPARg SRC-3 ag	PPARg SRC2 recr
CCOC(=O)N1CCN(c2c(NCCCN3CCCCCC3)c(=O)c2=O)CC1	0	-5	1.1	·	-4	-4	111	1362	1	2	-9
CCCOc1ccc(C(C)=O)cc1CC(C(N)=O)C(N)=O	9	-3	1.1	-0.33	-2	1	106	1460	0.9	-2	-3
COc1ccc(C(=O)OCC(=O)Nc2cc(C)on2)c(OC)c1OC	1	-7	1	0.26	12	-1	105	1730	1	4	6
N#Cc1c(N)nc2c(c1-c1ccc(F)cc1)c(=O)nc1sccn12	-7	10	1	0.67	2	6	99	1604	1.1	-5	8
C#CCSc1nnc(-c2c[nH]c3ccccc23)n1C	23	0	1	·	5	3	98	1607	0.8	1	5
O=C(NCC1CCCC(CNC(=O)N2CCc3ccccc32)C1)N1CCc2ccccc21 (centres undefined)	-15	0	1.1	-2.6	10	-12	107	1368	1.1	3	-6
CC(C)NC(=S)NN=C1CCC(c2ccccc2)CC1 (centres undefined)	0	0	1	1.3	0	6	97	1652	1	1	1
COC(=O)/C(C#N)=C/c1ccc(OC(=O)c2ccccn2)cc1	-14	-13	0.9	0.9	-3	-5	103	1476	1.1	-1	-6
C=CCOc1ccc(/C=N/NC(=O)C(C)Sc2ccccn2)cc1OCC (centres undefined)	7	-11	1.1	0.34	-5	-7	106	1458	0.9	2	-1
Cc1ccc(NC(=O)N2N=C(c3ccc(F)cc3)CC2c2ccc(F)cc2)cc1 (centres undefined)	-15	-2	1.1	0.03	0	0	105	1452	1.1	6	0
COC(=O)c1ccc(NC(=S)N2CCCC2)cc1	-12	-5	1	-0.11	-6	11	100	1337	1.1	-1	-7
COCCSc1nnc(NC(=O)c2ccc(NC(=O)C(C)C)cc2)s1	1	-8	1	-0.16	5	-14	113	1542	1	-3	-5
S=C(Nc1ccc(Cl)cc1)NC1CC2CCC(C1)N2Cc1ccccc1 (centres undefined)	-15	-5	1	-0.58	8	7	99	1689	1.1	12	9
Cc1ccc(C(=O)CSc2cc(C)nc(SCC(=O)c3ccccc3)n2)cc1	17	8	1.1	·	1	12	91	1567	0.8	5	7
Cc1nn(CCC#N)c(NC(=O)c2ccccc2)c1P(=O)(Nc1ccc(Br)cc1)N1CCOCC1 (centres undefined)	5	-11	1	0.4	-2	-8	108	1511	0.9	-2	4
CCN(CC)S(=O)(=O)c1ccc(C)c(NC(=O)COC(=O)CNC(=O)c2ccc(C(C)(C)C)cc2)c1	-15	-16	1.1	-0.33	-1	-2	110	1499	1.2	-3	-5
O=C(CCc1ccccc1)Nc1ccc(N2CCOCC2)c(Cl)c1	8	-9	1	·	-5	-2	104	1558	0.9	-4	1
CCCCOc1ccc(C(=O)NCC2(c3ccc(OC)cc3)CCOCC2)cc1	13	-3	1	·	4	-6	105	1432	0.9	1	-3
